MT stabilizer – stabilizes microtubules in HeLa cells. 200,000 compounds, 0.83% hits. HeLa tubulin immunostaining HCS, 24 h; share of cells brighter than vehicle mean+2SD. % tubulin-high responders, % at 10 µM;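 active means plate Z-score above 3 for both tubulin-high and condensed-nucleus cell shares, with cell loss under 80%, at 10 µM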;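 further: anti alpha tubulin signal scored within the nucleus-defined area of each cell; some results filed as inactive read as strong as hits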
Ins promoter up – MIN6 insulin promoter up-regulation | MIN6 insulin promoter-GFP reporter, high-content imaging; active compounds read high | z-score at 5 µM | 190,000 compounds, 0.3% hits;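 active means z-score above 3 at 5 µM with at least 500 cells counted in the well; inconclusive means wells under 500 cells, flagged as cytotoxic or low count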
Dynein cargo inh – dynein cargo transport inhibition. 3617.4 mouse cells, GR-EGFP nuclear translocation imaging; test concentration mostly 20 µM; stimulated with dexamethasone, 1 µM; active compounds read low. 220,000 compounds, 0.47% hits. z-score, hits read low;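 active means plate z-score of nuclear minus cytoplasmic receptor signal below a set negative limit, without overly bright fluorescence or cell loss, cut at about -3.5 in these data, passing the limit was not always enough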;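 further: z-score of nuclear minus cytoplasmic ring GR-EGFP intensity difference per well; some compounds called inactive have numbers as strong as hits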
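Medium: Induction medium lacking tetracycline, stripped serum | Probe or stimulus: 1.0 µM final dexamethasone stimulus | Schedule: 48 h induction, then 1 h compound, then 30 min agonist, 37 °C | Signal: Automated 10x imaging of fixed Hoechst-stained cells | Evaluation: Per-cell GR-EGFP intensity, nucleus versus surrounding cytoplasmic ring, well-averaged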
Autophagy mod – modulators of autophagy; MEF GFP-LC3 puncta imaging; test concentration mostly 10 µM; calls only at 10 µM (by protocol); 190,000 compounds, 0.98% hits; AID 463193;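 active means percentage of spot-positive cells more than 3 SD above its plate mean, without a fluorescence outlier flag or 80% toxicity; inconclusive means no clear call, values can overlap the other calls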;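 further: spot-positive cell cutoff set from DMSO-treated cells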
CSM14.1 death rescue – protection against thapsigargin-triggered cell killing – 384-well, CSM14.1, ATP luminescence, primary screen (AID 1222); one-dose cellular ATP content (survival), % at 20 µM; EC50 in µM for titrated hits; CSM14.1 thapsigargin-induced death rescue, ATP luminescence; higher % means a stronger effect; 190,000 tested, under 10 active;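 active means EC50 below 50 µM in the dose-response confirmation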;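 further: death triggered by thapsigargin at about 15 µM added after 2 h compound pretreatment; cell ATP read after overnight thapsigargin exposure of roughly 18 to 22 hours; normalized against plate controls of thapsigargin alone and 5% DMSO vehicle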
Lipid droplet – hepatic lipid droplet formation modulation; AML12 mouse hepatocytes, oleate lipid droplets, BODIPY imaging; inhibition, % at 6.5 µM; 240,000 compounds, 0.4% hits;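 active means lipid droplet intensity inhibited by at least 50%, with more than 500 cells counted; inconclusive means wells with under 300 cells, treated as cytotoxic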
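Technique: fluorescence imaging, 20x objective, two fields per well / Assay system: AML12 hepatocytes (mouse) / Measure: % inhibition of lipid droplet signal / Doses: 6.5 µM single-point dosing / Incubation: overnight exposure / Reagent: 100 µM oleic acid challenge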
M1AAP inhibition – malaria alanyl aminopeptidase activity blockers – biochemical, fluorogenic H-Leu-NHMec substrate, 1536-well (AID 1445) | 220,000 compounds, 0.42% hits | inhibition, % at 30 µM; hits with a dose series show IC50 in µM | recombinant M1AAP, H-Leu-NHMec fluorogenic kinetic assay; higher % means a stronger effect;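 active means primary inhibition above the hit cutoff, then over 50% inhibition at one or more dose response concentrations, cut at about 23% in these data, passing the limit was not always enough; inconclusive means conflicting primary data, or primary hits not chosen for dose response; inactive means low primary inhibition, or under 50% at every dose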;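 further: plate controls were DMSO full reaction for no effect and no enzyme background for full effect; strong numbers were not always called active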
Yfh1-off respiration – mitochondrial function rescue without frataxin homolog – Friedreich's ataxia, plus single-dose screen, dose response (AID 1465) | S. cerevisiae Yfh1-off respiration, WST-1 reduction, 72 h; higher fold induction means a stronger effect | one-dose fold induction at 50 µM; EC50 in µM for titrated hits | 220,000 compounds, 0.074% hits;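 active means fold induction of absorbance versus untreated yeast above a set limit, then at least 30% activation at any dose in follow-up; inconclusive means repeats straddling the limit, or above it without dose testing; inactive means fold induction below the set limit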;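 further: activators that raise dye reduction in frataxin-depleted yeast; strong numbers were not always called active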
M17LAP inhibition – P. falciparum M17LAP inhibitors, primary screen, biochemical, fluorogenic H-Leu-NHMec substrate, 1536-well (AID 1619); recombinant M17LAP, H-Leu-NHMec fluorogenic kinetic assay; higher % means a stronger effect; one-dose inhibition, % at 30 µM; IC50 in µM for titrated hits; 220,000 compounds, 0.38% hits;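 active means compound inhibiting the enzyme by more than half at any dose during confirmatory dose-response retesting; inconclusive means strong single-dose inhibitors picked by rank but not retested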;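 further: plate controls were full reaction with DMSO carrier for no effect and no enzyme background for full effect; strong numbers were not always called active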
Dynein cargo inh cytoplasmic EGFP – recorded beside Dynein cargo inh, whose call it bears; z-score; measured here: cytoplasmic GR-EGFP intensity; active compounds read high
Dynein cargo inh nuclear GR-EGFP – second read-out of Dynein cargo inh, no call of its own (marks repeat the call); z-score; measured here: nuclear GR-EGFP intensity;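 lower value marks the stronger effect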
Dynein cargo inh cell count – second read-out of Dynein cargo inh, no call of its own (marks repeat the call); z-score; measured here: cell count per field
Ins promoter up cell count – further read-out of Ins promoter up, marked with its call; cell count; measured here: cytotoxicity, nuclei count;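 total cells summed across four imaged fields per well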
Lipid droplet cells 6.5 µM – further read-out of Lipid droplet, marked with its call; cell count; measured here: cell count, cytotoxicity flag;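 cells counted across two imaged fields per well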
MT stabilizer Hoechst-high % – further read-out of MT stabilizer, marked with its call; % Hoechst-high responders; measured here: nuclear condensation Hoechst responders;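 share of cells brighter than vehicle mean plus two SD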
MT stabilizer cytotoxicity % – recorded beside MT stabilizer, whose call it bears; toxicity, %; measured here: cytotoxicity by cell density;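 0% = mean cell density of plate MIN control wells and 100% = no cells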
Autophagy mod cell loss 18 h – further read-out of Autophagy mod, marked with its call; toxicity, %; measured here: cell loss, nuclei count;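 cell loss after 18 h compound exposure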
Starred values were filed as active, the others as inactive; i = inactive; ? = inconclusive; . = no result given.

Start of the data: the first six compounds, ahead of the listing:
SMILES	MT stabilizer	MT stabilizer Hoechst-high %	MT stabilizer cytotoxicity %	Ins promoter up	Ins promoter up cell count	Dynein cargo inh	Dynein cargo inh cytoplasmic EGFP	Dynein cargo inh nuclear GR-EGFP	Dynein cargo inh cell count	Autophagy mod	Autophagy mod cell loss 18 h	CSM14.1 death rescue	Lipid droplet	Lipid droplet cells 6.5 µM	M1AAP inhibition	Yfh1-off respiration	M17LAP inhibition
O=C(O)CCn1cc(C2CC(c3ccccc3)=NN2c2ccccc2)c(-c2ccccc2)n1 (centres undefined)	3.3	1.4	14	1.4	1315	1.2	-0.35	0.43	-1.3	i	1	-0.7%	-19	628	?	i	7%
c1ccc(-c2nnc(CSc3nnc(-c4cccs4)o3)o2)cc1	2.2	2.2	10	.	.	-0.38	-0.19	-0.053	-0.0029	i	-3	.	.	.	-2%	i	-8%
OC[C@@H](O)[C@H](O)C(/C=N/Nc1ccccc1)=N\Nc1ccccc1	.	.	.	-0.9	1027	1.5	-0.17	1.8	-2.1	.	.	.	22	654	3%	i	3%
COc1ccc2c(/C=N/NS(=O)(=O)c3ccc(C)cc3)c[nH]c2c1	.	.	.	1.1	1459	-0.8	-0.23	-0.43	1	.	.	.	.	.	7%	i	4%
Cc1ccc(C(=O)O)cc1NC(=S)NC(=O)c1ccc([N+](=O)[O-])c(C)c1	4.6	3.4	2.8	-0.09	1551	-0.67	-0.27	0.2	0.19	i	-5	-2.1%	4	674	4%	i	3%
Cc1ccc(NC(=O)N2CCC(O)(c3ccc(Cl)cc3)CC2)cc1	3.0	1.6	7.1	-0.91	1245	1.4	0.11	0.86	-1.1	i	-3	0.5%	.	.	9%	i	-1%

All compounds of this part, from the start:
SMILES	MT stabilizer	MT stabilizer Hoechst-high %	MT stabilizer cytotoxicity %	Ins promoter up	Ins promoter up cell count	Dynein cargo inh	Dynein cargo inh cytoplasmic EGFP	Dynein cargo inh nuclear GR-EGFP	Dynein cargo inh cell count	Autophagy mod	Autophagy mod cell loss 18 h	CSM14.1 death rescue	Lipid droplet	Lipid droplet cells 6.5 µM	M1AAP inhibition	Yfh1-off respiration	M17LAP inhibition
O=C(O)CCn1cc(C2CC(c3ccccc3)=NN2c2ccccc2)c(-c2ccccc2)n1 (centres undefined)	3.3	1.4	14	1.4	1315	1.2	-0.35	0.43	-1.3	i	1	-0.7%	-19	628	?	i	7%
c1ccc(-c2nnc(CSc3nnc(-c4cccs4)o3)o2)cc1	2.2	2.2	10	.	.	-0.38	-0.19	-0.053	-0.0029	i	-3	.	.	.	-2%	i	-8%
OC[C@@H](O)[C@H](O)C(/C=N/Nc1ccccc1)=N\Nc1ccccc1	.	.	.	-0.9	1027	1.5	-0.17	1.8	-2.1	.	.	.	22	654	3%	i	3%
COc1ccc2c(/C=N/NS(=O)(=O)c3ccc(C)cc3)c[nH]c2c1	.	.	.	1.1	1459	-0.8	-0.23	-0.43	1	.	.	.	.	.	7%	i	4%
Cc1ccc(C(=O)O)cc1NC(=S)NC(=O)c1ccc([N+](=O)[O-])c(C)c1	4.6	3.4	2.8	-0.09	1551	-0.67	-0.27	0.2	0.19	i	-5	-2.1%	4	674	4%	i	3%
Cc1ccc(NC(=O)N2CCC(O)(c3ccc(Cl)cc3)CC2)cc1	3.0	1.6	7.1	-0.91	1245	1.4	0.11	0.86	-1.1	i	-3	0.5%	.	.	9%	i	-1%
CCOC(=O)C(C)Sc1nc2c([nH]c3ccccc32)c(=O)n1C (centres undefined)	4.4	5.8	12	-0.27	814	0.32	-0.2	0.15	-0.39	i	-1	0.9%	9	764	8%	i	-2%
CCc1nnc(NC(=O)C2COc3ccccc3O2)s1 (centres undefined)	2.4	1.5	2.4	-0.23	958	0.9	-0.089	0.96	-0.35	i	1	-1.5%	-1	781	1%	i	16%
O=C(COC(=O)c1ccc[nH]c1=O)NC1CCCCCC1	2.4	3.7	9.3	-1.2	1344	0.37	-0.34	0.44	-0.16	i	-4	-0.6%	6	702	-7%	i	2%
O=C1c2ccccc2NC2(CCCC2)N1NS(=O)(=O)c1ccccc1	2.3	2.1	3.0	0.39	1403	0.28	-0.33	-0.042	-0.46	i	-1	-5.1%	-18	686	7%	i	-1%
CCOC(=O)c1cnc2ccc(OCC)cc2c1N1CCN(c2ccccc2OC)CC1	1.1	0.9	2.6	-2.4	969	-1.3	-0.17	-0.54	0.47	i	-6	3.4%	-5	757	11%	i	2%
CCOc1ccc2[nH]c(=O)c(CN(Cc3ccccc3OC)C(=O)c3ccccc3)cc2c1	24*	12*	77*	-0.82	914	-0.72	-0.25	-0.24	0.67	i	43	1.1%	23	794	1%	i	-3%
O=C(NCc1ccc(F)cc1)C(c1ccncc1)N(C(=O)c1csnn1)C1CC1 (centres undefined)	2.3	1.7	4.6	1.1	1588	-0.78	-0.24	-1.1	1.7	i	-1	-0.5%	.	.	-1%	i	4%
CCN(CC)C(=O)CSC1=N/C(=C/c2ccco2)C(=O)N1c1ccc(OC)c(Cl)c1	5.1	2.9	6.8	-0.62	1426	0.16	-0.19	0.16	-0.12	i	37	-1.9%	-16	612	9%	i	14%
CCC(=O)Nc1cccc(NC(=O)c2ccc(C)cc2Cl)c1	5.0	1.0	8.3	0.29	1470	-1.3	-0.11	-0.69	2.6	i	-1	-1.1%	8	646	2%	i	2%
O=C(NN=C1CCCC1)c1ccc([N+](=O)[O-])cc1	1.3	2.2	5.2	-0.35	1258	-0.94	-0.37	-0.75	1.1	i	-3	-3.7%	20	670	4%	i	4%
COc1c(Cl)cc(-c2noc(C)c2C(=O)NCCc2ccc(C)cc2)cc1Cl	7.3	2.0	4.9	0.28	1040	1.5	-0.16	1.1	-1.1	i	7	-1.2%	.	.	13%	i	10%
CCN(c1ccccc1)S(=O)(=O)c1ccc(C(=O)OC(C)C(=O)NCCC2=CCCCC2)cc1 (centres undefined)	3.4	2.4	8.2	-0.16	1384	-0.049	-0.23	0.047	-0.52	i	17	22%	-25	588	8%	i	4%
COC(=O)[C@H](C)[C@@H]1C[C@@]1(C)[C@@H](NC(=O)OCc1ccccc1)c1ccccc1	4.1	2.6	14	0.07	1105	0.27	-0.31	0.42	0.61	i	-15	7.8%	-25	719	10%	i	14%
Cc1cc(=O)[nH]c(SCC(=O)Nc2cccc(C(F)(F)F)c2)n1	2.6	1.5	1.9	-0.24	1202	0.57	-0.21	0.28	-0.27	i	-4	-2.4%	-3	776	7%	i	7.2µM*
Cc1cc(Cl)c(S(=O)(=O)Nc2cccc(O)c2)cc1OCC(N)=O	2.1	2.2	2.7	0.06	1207	-1.1	-0.022	-0.96	1	i	-2	-0.3%	-6	658	3%	i	17%
Cc1cc(=O)[nH]c(SCC(=O)Nc2ccnc3ccccc23)n1	.	.	.	-0.48	1462	1.6	-0.11	1.2	-0.6	i	-15	-3.0%	0	718	-7%	i	-1%
O=S(=O)(c1cccc(S(=O)(=O)N2CCC(Cc3ccccc3)CC2)c1)N1CCOCC1	4.8	2.1	11	.	.	-0.095	-0.25	0.17	0.45	i	8	1.3%	-8	735	-1%	i	16%
O=C(NCc1ccco1)c1cc2ccccc2c(=O)o1	7.6	2.8	13	2.7	1349	0.21	-0.14	0.29	-0.54	i	39	-1.8%	.	.	0%	i	22%
O=C(COC(=O)c1ccc([N+](=O)[O-])s1)NCc1ccc(F)cc1	3.1	3.5	0.4	-0.36	1297	0.068	-0.28	-0.22	-0.25	i	-9	-0.5%	6	697	4%	i	8%
O=C(CCCCn1c(=O)c2ccccc2n(CC(=O)Nc2ccc(F)cc2)c1=O)NCc1ccco1	3.7	2.6	4.9	0.21	994	-0.53	-0.08	0.029	0.23	i	15	.	-13	762	-1%	i	0%
COc1ccc(C2NC3=C(CCC3)C3(C#N)C(OC)(OC)N=C(N)C23C#N)cc1 (centres undefined)	3.1	2.5	13	.	.	-0.56	0.029	-0.24	0.74	i	7	-1.1%	-9	695	5%	i	-20%
CCOCC(=O)Nc1ccc(Br)c(C)c1	6.0	1.9	19	-0.68	1451	-0.99	-0.27	0.026	1.2	i	2	-0.7%	11	698	5%	i	2%
CC1CCCC(C)N1/N=C/C=C/c1ccccc1[N+](=O)[O-] (centres undefined)	5.9	0.8	5.3	-0.32	1411	-1.5	-0.15	-0.67	-0.49	i	5	-0.3%	-7	609	-2%	i	-2%
c1ccc(CN2CCN(C3=Nc4cccc5cccc3c45)CC2)cc1	1.8	2.0	5.4	0.48	808	-0.41	-0.096	0.057	-0.22	i	16	10%	-3	752	3%	.	4%

Looked up above.
CCc1nnc(NC(=O)C2COc3ccccc3O2)s1 (centres undefined) in Ins promoter up cell count = 958
Cc1cc(=O)[nH]c(SCC(=O)Nc2ccnc3ccccc23)n1 in Ins promoter up = -0.48

Screens from PubChem.
